MgcRacGAP inhibition = MgcRacGAP GTPase-activating activity inhibitors, confirmation, biochemical, ADP Hunter fluorescence. MgcRacGAP-stimulated Rac1 GTP hydrolysis, ADP Hunter fluorescence; higher % means a stronger effect; GST-tagged Rac1 F28L mutant substrate. inhibition, % at 30 µM, or IC50 in µM where a hit was titrated. hit rate 0.6% among 340,000. AID 624330;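 active = first-screen hits whose inhibition reached a set limit at any dose in the follow-up dose series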;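 also: fluorescence reports GDP produced by GAP-driven GTP hydrolysis; strong numbers were not always called active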
GPR35 antagonists = inhibition of zaprinast-stimulated GPR35 beta-arrestin translocation – imaging, U2OS, beta-arrestin-GFP, zaprinast agonist, primary screen (AID 2058). U2OS GPR35 beta-arrestin-GFP translocation imaging, zaprinast antagonism; higher % means a stronger effect. inhibition, % at 10 µM, or IC50 in µM where a hit was titrated. hit rate 0.052% among 290,000;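 active = inhibition of at least 50% with at least 30 cells and total cytoplasm GFP at most 10,000,000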
KOR beta-arrestin-1 = KOR antagonists, beta-arrestin recruitment, cell-based, luminescence, uHTS (AID 1778); KOR beta-arrestin recruitment, luminescence, antagonist mode; higher % means a stronger effect; inhibition, % at 10 µM; hits with a dose series show IC50 in µM; hit rate 0.091% among 290,000; in the data active = inhibition above about 50%; also: strong numbers were not always called active
NOD1 inhibition = inhibition of NOD1-driven NF-kB reporter – cell-based, luminescence, uHTS, primary screen (AID 1578). NOD1-driven NF-kB luciferase reporter cells, luminescence; higher % means a stronger effect. hit rate 1% among 290,000. one-dose inhibition, % at 4 µM; EC50 in µM for titrated hits; in the data active = inhibition mostly above about 36%, no sharp cut-off; inactive = mostly below about 34%;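 also: HEK-293T reporter cells stimulated with the NOD1 agonist gamma-tri-DAP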
NTR1 agonist = agonists of NTR1, primary screen, imaging, U2OS cells, beta-arrestin-GFP, high content (AID 493036); P30989; NTR1-U2OS beta-arrestin-GFP spot imaging, agonist mode; activation, % at 20 µM; hit rate 0.17% among 330,000;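 active = activation at or above 40% of the spot to cytoplasm intensity ratio, with at least 20 cells analyzed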;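 also: 0% = DMSO without peptide and 100% = 100 nM NTR1 peptide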
Target sequence (P30989 whole entry, looked up): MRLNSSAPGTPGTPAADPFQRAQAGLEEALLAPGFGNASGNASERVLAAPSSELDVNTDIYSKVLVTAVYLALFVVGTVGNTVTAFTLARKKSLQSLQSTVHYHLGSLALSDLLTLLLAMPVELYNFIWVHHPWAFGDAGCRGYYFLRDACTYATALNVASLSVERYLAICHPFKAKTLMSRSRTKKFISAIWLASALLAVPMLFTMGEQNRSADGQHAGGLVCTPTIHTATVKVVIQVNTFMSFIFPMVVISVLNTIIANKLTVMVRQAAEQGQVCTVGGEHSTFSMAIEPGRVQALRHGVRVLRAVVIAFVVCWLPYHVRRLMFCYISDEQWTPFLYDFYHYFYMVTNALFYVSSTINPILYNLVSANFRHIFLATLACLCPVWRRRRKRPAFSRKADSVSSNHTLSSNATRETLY
GPR55 beta-arrestin = selective activators of receptor GPR55 – imaging, U2OS cells, beta-arrestin-GFP redistribution, primary screen (AID 1961) | hit rate 0.048% among 290,000 | activation, % at 10 µM; hits with a dose series show EC50 in µM | U2OS GPR55 beta-arrestin-GFP redistribution imaging; higher % means a stronger effect;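 active = activation above 40% with more than 50 cells counted in the well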;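 also: U2OS osteosarcoma cells stably expressing GPR55 and beta-arrestin-GFP; plate controls were DMSO negative control for no effect and LPI positive control for full effect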
KOR beta-arrestin-2 = kappa opioid receptor activators – cell-based, luminescence, uHTS, primary screen (AID 1777); activation, % at 10 µM; hits with a dose series show EC50 in µM; hit rate 0.02% among 280,000; KOR beta-arrestin recruitment, luminescence; higher % means a stronger effect; in the data active = activation above about 50%, passing the limit was not always enough; also: a part of the inactive calls stands beside numbers as strong as those of hits
GPR55 LPI antagonism = GPR55 antagonists blocking LPI-driven arrestin recruitment, primary screen, imaging, U2OS, beta-arrestin-GFP, LPI agonist (AID 2013). hit rate 0.13% among 290,000. U2OS GPR55 beta-arrestin-GFP translocation imaging, LPI antagonism; higher % means a stronger effect. one-dose inhibition, % at 10 µM; IC50 in µM for titrated hits;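 active = spots per cell inhibited over 60%, with over 100 cells counted and total cytoplasm intensity under 500,000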;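 also: U2OS cells stably carrying GPR55 and arrestin-GFP stimulated by 5 µM LPI near EC80; imaged beta-arrestin-GFP aggregate spots per cell after agonist stimulation; plate controls were LPI-stimulated DMSO wells for no effect and DMSO wells without LPI for full effect; some results filed as inactive read as strong as hits; confirmed hits need IC50 under 10 µM and bright autofluorescent wells are also inconclusive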
UTI89 phage lysis = protection from phage-mediated lysis, alamar blue read-out – E. coli UTI89, K1F phage, bacterial capsule biogenesis inhibitors (AID 488966); E. coli UTI89 K1F phage lysis, alamar blue, 2 h; higher % means a stronger effect; inhibition, % at 100 µM, or IC50 in µM where a hit was titrated; hit rate 0.02% among 340,000;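 active = phage lysis inhibition, versus mean bacterial control, above a set limit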;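 also: capsule biogenesis inhibitors block K1F phage lysis so surviving cells raise fluorescence; higher fluorescence means more inhibition of phage lysis; actives were called in the ten point dose series up to 300 µM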
NTR1 agonist cell count 20 µM = recorded beside NTR1 agonist, whose call it bears; cell count; measured here: cell count, cytotoxicity flag
Numbers without * were called inactive; . = not tested or not shown; [ ] = another dose, or the depositor's remark. The list is partial (hit frequency here may not be typical).

SMILES | MgcRacGAP inhibition | GPR35 antagonists | KOR beta-arrestin-1 | NOD1 inhibition | NTR1 agonist | NTR1 agonist cell count 20 µM | GPR55 beta-arrestin | KOR beta-arrestin-2 | GPR55 LPI antagonism | UTI89 phage lysis
CCC(=O)OCC(=O)Nc1ccc([N+](=O)[O-])cc1OC | 8% | 2% | 6% | -10% | 2.3 | 22 | -0.2% | -2.7% | 1% | -0.3%
O=C(O)CCC(=O)Nc1ccccc1C(=O)N1CCN(c2ccc(Cl)cc2)CC1 | 6% | -6% | -38%[20 µM] | -36% | 1.8 | 94 | -0.1% | 0.8% | -1% | 1.5%
CN(C)c1ccc(C(CN)c2c[nH]c3ccccc23)cc1 (stereo not given) | 4% | -1% | -2% | -43% | -0.6 | 41 | -0.4% | -4.4% | 5% | 0.3%
Cc1nc(C)c(NC(=O)OC(C)C)cc1NC(=O)OC(C)C | 4% | 1% | 22% | -35% | 1.5 | 89 | -0.2% | -4.7% | -3% | 0.1%
CC(C)OP(=O)(c1ccc(N(C)C)cc1)C(O)c1ccccc1F (stereo not given) | 6% | 0% | 26% | -9% | 1.6 | 81 | -0.3% | 4.5% | -4% | -0.1%
COc1ccccc1/C=C1\SC(=S)N(NS(=O)(=O)c2ccccc2)C1=O | . | 3% | -27% | -2% | 0.8 | 47 | 0.0% | -5.2% | 9% | 0.2%
CCCN(CCC)C(=S)Nc1cc(C(=O)OC)ccc1C(=O)OC | 8% | -7% | 8% | -11% | 1.8 | 48 | -0.2% | -0.1% | -6% | 0.5%[50 µM]
CC(CCc1ccccc1)NC(=O)c1cccc([N+](=O)[O-])c1 (stereo not given) | 8% | 8% | -5% | -10% | 1.8 | 47 | -0.1% | -1.8% | 3% | 4.1%
O=C(Nc1cc(=O)[nH]c(=O)[nH]1)c1cccc(Br)c1 | 6% | -14% | -11% | -21% | -0.1 | 70 | -0.3% | -6.2% | -9% | 0.1%
C=CCN(CC=C)C(=S)Nc1ccc(OC)c(OC)c1 | 9% | 0% | 8% | -26% | 1.5 | 27 | -0.2% | 0.7% | 9% | 0.3%
FC(F)(F)c1cnc(Oc2ccccc2-c2nnc(-c3ccc(Cl)cc3)o2)c(Cl)c1 | 6% | 1% | -28% | 14% | 2.9 | 35 | 0.1% | -3.1% | 15% | 0.5%
CCCCCC(O)c1cccc(OCc2ccc3ccccc3n2)c1 (stereo not given) | 2% | 7% | -48% | -14% | 2.7 | 44 | 0.1% | 1.3% | 31% | -2.7%
Cc1cc(NC2CCCC2)n2nc(C)c(-c3ccccc3)c2n1 | 9% | 16% | -4% | -14% | 24 | 74 | 1.4% | 3.5% | 5% | 0.1%
C[C@@H](C(=O)NCc1ccc(S(C)(=O)=O)cc1)[C@H]1C[C@]1(C)[C@H](NC(=O)OCc1ccccc1)c1ccccc1 | . | -18% | -9% | 44% | 0.4 | 79 | 0.1% | -0.5% | -2% | .
CC1CCN(C(=O)CSc2nnc(Cc3cccn3C)n2CCc2ccccc2)CC1 | 5% | 5% | 10% | -12% | 0.6 | 58 | -0.1% | 1.4% | -1% | 3.7%
Cc1[nH][nH]c(=O)c1C(c1ccc(-c2ccc(Cl)c(C(=O)O)c2)o1)c1c(C)[nH][nH]c1=O | 15% | -6% | -4% | -25% | . | . | -0.6% | 0.3% | 3% | -0.8%
COc1ccc2[nH]c(=O)c(CNC3CCCCC3)cc2c1 | 2% | 7% | 31% | -18% | -0.9 | 45 | -0.1% | 2.1% | -8% | 0.7%
Cc1c(C(=O)N2CCOCC2)sc(NC(=O)Cc2ccccc2)c1C#N | 9% | -19% | 9%[20 µM] | -30% | 1.8 | 61 | 0.2% | -5.7% | 8% | 0.1%
Cc1ccc(CCNC(=O)C2CCCN(c3nc4ccccc4o3)C2)cc1 (stereo not given) | 10% | 9% | 10% | 0% | 1.4 | 76 | 0.3% | -2.5% | 13% | 1.7%
Cc1cc(Nc2ccc(Cl)cc2)n2nnnc2n1 | -5% | 8% | 8% | -28% | 1.9 | 63 | -0.1% | 1.3% | -12% | -0.3%
CCCCOc1ccc(C(=O)N/C(=C/C=C/c2ccccc2)C(=O)N2CCOCC2)cc1 | 6% | 1% | . | -4% | 3.2 | 50 | -0.2% | -2.5% | 10% | -0.7%
C=CCNC(=O)CCc1nnc(C2(c3ccc(Cl)cc3)CCC2)o1 | 1% | 22% | -1%[20 µM] | -37% | -1.3 | 94 | -0.1% | -5.7% | 5% | -0.2%
COc1ccc(CCN=C(N)NS(=O)(=O)c2ccc(OC)cc2)cc1 | 1% | -7% | 3% | 16% | 1.3 | 61 | -0.3% | -3.9% | 3% | -0.8%
Cc1cccc(N2C(=O)C(Oc3ccc(Cl)cc3Cl)C2C(=O)O)c1C (stereo not given) | 5% | 7% | -44% | 50% | 3.7 | 56 | 1.2% | 1.2% | 6% | 6.5%
COCCNC(=O)c1ccc(C)c(S(=O)(=O)Nc2ccc(C)cc2)c1 | 3% | -6% | -17% | -9% | -0.2 | 61 | -0.1% | 2.4% | 6% | 0.3%
COC(=O)CN1C(=O)[C@H]2[C@@H](/C=C/c3ccccc3)N3C(=O)CN(Cc4ccccc4)C(=O)[C@@]3(C)[C@H]2C1=O | 9% | 8% | -37%[20 µM] | -5% | 2.0 | 82 | 0.2% | -5.0% | -7% | 3.5%
Oc1c(Br)cccc1/C=N/c1ncn[nH]1 | 8% | -12% | 23% | -10% | -0.9 | 98 | -0.1% | -4.5% | 13% | 0.4%
O=C(Cn1c2[n+](c3ccc(C(F)(F)F)cc31)CCCCC2)Nc1ccc(Br)cc1 | 0% | -23% | . | -33% | -1.2 | 55 | -0.3% | . | 17% | 0.0%
O=C(CSc1cccc2cccnc12)Nc1cc(C(=O)O)cc(C(=O)O)c1 | 13% | 3% | -30% | 12% | 1.2 | 76 | 0.2% | 3.3% | 19% | 0.4%
O=C1c2ccccc2C(=O)N1CCSc1nc2ccccc2c(=O)n1CCCN1CCOCC1 | 5% | 7% | -40% | 1% | 0.2 | 48 | 0.0% | 2.4% | 9% | 3.5%

Whole records from above. Values in the order: MgcRacGAP inhibition	GPR35 antagonists	KOR beta-arrestin-1	NOD1 inhibition	NTR1 agonist	NTR1 agonist cell count 20 µM	GPR55 beta-arrestin	KOR beta-arrestin-2	GPR55 LPI antagonism	UTI89 phage lysis
Oc1c(Br)cccc1/C=N/c1ncn[nH]1 in the list: 8%	-12%	23%	-10%	-0.9	98	-0.1%	-4.5%	13%	0.4%
Cc1c(C(=O)N2CCOCC2)sc(NC(=O)Cc2ccccc2)c1C#N in the list: 9%	-19%	9%[20 µM]	-30%	1.8	61	0.2%	-5.7%	8%	0.1%

Following part:
SMILES | MgcRacGAP inhibition | GPR35 antagonists | KOR beta-arrestin-1 | NOD1 inhibition | NTR1 agonist | NTR1 agonist cell count 20 µM | GPR55 beta-arrestin | KOR beta-arrestin-2 | GPR55 LPI antagonism | UTI89 phage lysis
O=C(Nc1ccc(Cl)cc1)Nc1ccc(S(=O)(=O)Nc2ncccn2)cc1 | -4% | -4% | -15% | -16% | 1.8 | 30 | -0.5% | 6.3% | -2% | -1.8%
C=CCN1C(=O)C(Cc2ccccc2)S/C1=N/N=C/c1cccs1 (stereo not given) | 8% | 1% | -29% | 8% | 4.9 | 35 | -0.1% | -3.4% | -2% | 3.5%
CCCNc1c(NC(C)=O)c(=O)oc2ccccc12 | 6% | 8% | -10% | 0% | -1.2 | 79 | 0.2% | -2.3% | 11% | -0.8%
CCn1c(CC(=O)Nc2ccccc2)nnc1SCc1nc2ccccc2c(=O)[nH]1 | 11% | 7% | 12% | 2% | -0.3 | 59 | 0.6% | -4.0% | 2% | -0.1%
C=CCN=C1CC(C)(C)CC(=O)/C1=C(/O)CCC(=O)OC | 6% | 1% | 7% | 0% | -1.4 | 84 | -0.1% | 0.1% | 23% | 0.3%
Oc1ccccc1N=Nc1ccccc1O | 5% | -17% | 14% | -14% | . | . | 0.5% | -5.2% | -5% | 0.1%
Cc1cccn2c(=O)c3cc(C(=O)NCC4CCCO4)c(=N)n(CCc4ccccc4)c3nc12 (stereo not given) | 6% | -8% | -11% | -11% | 6.5 | 48 | 0.6% | -5.2% | -5% | 0.3%
C=CCNc1nc(SCC=C)nc2ccsc12 | 7% | 0% | -26% | 44% | 1.4 | 51 | 0.2% | 1.4% | -18% | 10%
c1ccc(Cc2ccc(OCCN3CCOCC3)cc2)cc1 | 10% | -20% | 14% | -8% | -0.3 | 49 | 0.3% | 0.0% | 3% | 0.9%
CCCSc1nnc(N2C(=O)CC(c3ccsc3)C3=C2CCCC3=O)s1 (stereo not given) | -6% | -12% | -5% | -14% | 11 | 41 | -0.3% | -5.4% | 4% | 5.7%
O=C(Cn1nc2ccccc2n1)N/N=C/c1cc(Cl)cc([N+](=O)[O-])c1O | 4% | -8% | 2% | -11% | . | . | -0.5% | -0.7% | -4% | 0.0%
COc1cc(C2C(C#N)=C(C)NC3=C2C(=O)CC(C)(C)C3)ccc1O (stereo not given) | 13% | 11% | 14% | 11% | 1.5 | 34 | -0.2% | -5.5% | 14% | 0.2%
Cc1cc2c(cc1C)N(C(=O)CN1C(=O)c3ccccc3C1=O)C(C)(C)c1ssc(=S)c1-2 | 10% | -6% | -9% | 2% | 24 | 52 | -0.2% | -3.0% | 13% | 0.4%
O=C1CC(c2ccccc2F)c2c(c3ccccc3[nH]c2=O)O1 (stereo not given) | 10% | -8% | 6% | -8% | 2.1 | 58 | -0.1% | 2.9% | -2% | -0.4%
CC(Oc1ccc(Cl)cc1Cl)C(=O)NC1CCSC1=O (stereo not given) | 8% | 12% | -8% | . | 6.6 | 91 | 0.8% | -2.6% | 2% | -0.3%
CC(=O)c1cccc(NC(=O)CN(C)S(=O)(=O)c2ccccc2)c1 | 8% | -18% | -7%[20 µM] | -31% | 0.0 | 39 | -0.1% | -3.5% | 10% | -0.2%
O=C(Nc1cccnc1)c1cccnc1 | 7% | 2% | 8% | -42% | -0.2 | 80 | -0.5% | -4.7% | -6% | -0.2%
CC(=O)c1ccc(N2CCN(c3ccc(C(N)=O)cc3[N+](=O)[O-])CC2)cc1 | 6% | -4% | -20%[20 µM] | -25% | 1.0 | 97 | -0.1% | -1.4% | 6% | 0.0%
Cc1ccc(C(=O)Nc2ccon2)cc1S(=O)(=O)N1CCOCC1 | 0% | -14% | -78% | 15% | 6.9 | 58 | 0.5% | 1.6% | 0% | -0.6%
N#CC(C#N)=Cc1cc2ccccc2nc1N1CCOCC1 | 12% | -9% | 34% | -30% | 1.8 | 42 | 0.0% | 9.1% | 16% | 1.6%
CC12CCC(C(=O)N3CCN(c4ncccn4)CC3)(c3nc4ccccc4nc31)C2(C)C (stereo not given) | 8% | -4% | 24% | -10% | 0.5 | 61 | -0.2% | -2.4% | 8% | 0.3%

Screening data (PubChem)
